Bioassay records deposited in PubChem BioAssay by National Center for Advancing Translational Sciences (NCATS).
LDHA block = qHTS assay for inhibitors of human lactate dehydrogenase. L-lactate dehydrogenase A chain (Homo sapiens), P00338. purified LDHA, NADH/diaphorase-resazurin fluorescence; hits give low values. activity change, % (values are at about 110 or 230 µM). hit rate 0.15% among 480,000. AID 1347041, 2019; in the data active = activity change below about -30%; inconclusive = mostly about -25% to -30%;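 also: plate controls were DMSO wells for no effect and wells without enzyme for full effect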
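Human LDH5 (2 nM) was incubated with 0.06 mM NADH and 0.2 mM pyruvate for 5 min at room temperature in Tris pH 7.4. Remaining NADH was coupled through diaphorase/resazurin, and resorufin fluorescence was read at 0 and 20 min.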
D1 potentiator = Potentiators of Human D1 Dopamine Receptor: qHTS | hit rate 0.036% among 360,000 | D(1A) dopamine receptor (Homo sapiens), P21728 | potentiation, % at 10 µM | HEK293 TREx D1 cells, calcium flux, dopamine EC20 potentiation; in the data active = potentiation above about 30%; also: 0% is about no effect
D1 agonist = Allosteric Agonists of the Human D1 Dopamine Receptor: qHTS | hit rate 1% among 360,000 | AID 504660, 2011 | HEK293 T-REx D1 cells, calcium flux, agonist mode | D(1A) dopamine receptor (Homo sapiens), P21728 | activation, % at 2 µM; in the data active = activation above about 30%; also: 0% is about no effect
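Agonism was scored from calcium flux recorded over 180 s (1 read/s) after pintool compound addition, following a 10-cycle baseline. Cells were inducible force-coupled HEK293 TREx D1, plated overnight at 30 C and loaded with no-wash calcium dye.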
D2 PAM = HTS Assay for Positive Allosteric Modulators of the Human D2 Dopamine Receptor: Primary Screen for Potentiators; potentiation, % at 10 µM; D(2) dopamine receptor (Homo sapiens), P14416; HEK293 T-REx D2, calcium flux, EC20 dopamine potentiation; AID 485347, 2010; hit rate 0.34% among 340,000;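 active = potentiation over 3 SD above the plate norm, cut at about 30% in these data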; also: 0% is about no effect
Target sequence (P14416 whole entry, looked up): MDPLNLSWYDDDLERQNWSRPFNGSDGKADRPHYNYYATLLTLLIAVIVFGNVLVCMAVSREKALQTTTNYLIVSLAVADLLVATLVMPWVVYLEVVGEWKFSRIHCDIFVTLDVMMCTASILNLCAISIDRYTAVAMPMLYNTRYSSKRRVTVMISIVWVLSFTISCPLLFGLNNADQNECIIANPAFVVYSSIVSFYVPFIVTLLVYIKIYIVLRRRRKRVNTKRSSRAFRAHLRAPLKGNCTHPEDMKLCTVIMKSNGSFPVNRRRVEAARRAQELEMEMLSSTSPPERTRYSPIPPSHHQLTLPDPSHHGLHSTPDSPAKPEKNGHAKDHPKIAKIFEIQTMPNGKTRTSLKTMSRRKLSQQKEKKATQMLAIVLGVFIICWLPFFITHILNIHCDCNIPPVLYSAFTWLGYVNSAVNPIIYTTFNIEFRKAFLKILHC
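Tetracycline-induced Hek293 Trex D2 cells, force-coupled to calcium, loaded with no-wash calcium dye. Compound added with 180 s kinetic read for agonism, then EC20 dopamine and a further 180 s read for potentiation.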
Vif-A3G inh = qHTS for Inhibitors of Vif-A3G Interactions: qHTS. HeLa A3G-eYFP + Vif (tagged APOBEC3G with the HIV-1 protein that degrades it), YFP fluorescence, overnight. Potency, µM (highest dose often 46.1 µM), for the others: top-dose activity, negative = active, most hits filed as inhibitors. hit rate 0.076% among 410,000. AID 602310, 2012;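 also: potency is read from the fitted curve at half-maximal effect; % is scaled to controls: 0 for no effect and ±100 for the full control effect; nearly all actives have a fitted effect of over 60% in size; hits raise eYFP signal because A3G escapes Vif-driven loss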
Target sequence (Q9HC16 whole entry, looked up): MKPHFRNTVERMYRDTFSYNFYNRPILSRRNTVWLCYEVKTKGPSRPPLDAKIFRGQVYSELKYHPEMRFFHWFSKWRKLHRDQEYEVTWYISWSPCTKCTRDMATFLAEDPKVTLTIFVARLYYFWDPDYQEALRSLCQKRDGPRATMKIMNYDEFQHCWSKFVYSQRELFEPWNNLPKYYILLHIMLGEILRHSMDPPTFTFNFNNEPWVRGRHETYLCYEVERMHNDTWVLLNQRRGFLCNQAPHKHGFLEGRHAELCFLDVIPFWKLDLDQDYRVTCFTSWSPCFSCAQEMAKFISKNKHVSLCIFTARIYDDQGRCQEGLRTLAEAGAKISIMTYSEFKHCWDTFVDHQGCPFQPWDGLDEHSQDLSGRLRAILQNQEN
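HeLa cells stably expressing Vif and C-terminally eYFP-tagged A3G, seeded overnight at 37 deg C, then exposed to compound by pintool overnight at 37 deg C. Rise in yellow fluorescence (Ex 488/Em 500-530, Acumen) marks blocked Vif-driven A3G degradation.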
RXFP1 ag = qHTS Assay for Agonists of the Relaxin Receptor RXFP1; Relaxin receptor 1 (Homo sapiens), Q9HBX9; HEK293T-RXFP1 cAMP TR-FRET, 30 min; response scale: percent of porcine relaxin response, buffer zero; Potency, µM (highest dose often 57.5 µM), inactives show at the top dose activation, hits mostly activators; hit rate 0.3% among 370,000; AID 2676, 2010; also: potency is read from the fitted curve at half-maximal effect; % is scaled to controls: 0 for no effect and ±100 for the full control effect; nearly all actives have a fitted effect of over 60% in size; many of its hits are not listed in these tables
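Agonist response is measured as cAMP accumulation in an RXFP1-transfected HEK293T line under PDE4 inhibition. Values are scaled between buffer-only and 29 nM porcine relaxin, and EC50s come from standard Hill equation fits.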
D1 antagonist = Antagonist of Human D 1 Dopamine Receptor: qHTS | D(1A) dopamine receptor (Homo sapiens), P21728 | HEK293 TREx D1 cells, calcium flux, dopamine EC80; hits give low values | activity change, negative = inhibition, % at 10 µM | hit rate 3.2% among 360,000; in the data active = activity change below about -30%; also: % is scaled to controls: 0 for no effect and ±100 for the full control effect
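Calcium flux readout: force-coupled, inducible Hek293 Trex D1 line, cells induced overnight at 30 C with tetracycline, dye-loaded 30–90 min at RT. Antagonism scored against EC80 dopamine challenge given 180 s after compound.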
GRP78 ERSR act = qHTS for Inducers of the Endoplasmic Reticulum Stress Response (ERSR) in Human Glioma: qHTS | U87-MG GRP78 promoter luciferase reporter, 16 h | Potency, µM, for the others: at the highest dose activation, usual class: activators | hit rate 0.02% among 420,000; also: potency is read from the fitted curve at half-maximal effect; series mostly up to about 76 µM; % of control where 0% means no effect; nearly all actives have a fitted effect of over 35% in size
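Stably transfected U87-MG human glioma cells carrying a GRP78-based luminescent sensor were seeded at 1000 cells/well, pin-dosed with compounds and incubated 16 h. Luciferase reagent was then added, and end-point luminescence was read after 10 min at room temperature.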
Vif-A3F inh = qHTS for Inhibitors of Vif-A3F Interactions: qHTS | hit rate 0.2% among 390,000 | HeLa A3F-eYFP + Vif (tagged APOBEC3F with the HIV-1 protein that degrades it), YFP fluorescence increase | Potency, µM (highest dose often 46.1 µM), without a hit: at the highest dose activity, negative = active; also: potency is read from the fitted curve at half-maximal effect; % of control where 0% means no effect; nearly all actives have a fitted effect of over 65% in size
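Fluorescence increase (Ex 488/Em 500-530) after overnight compound treatment at 37 deg C flags inhibition of Vif-driven A3F-eYFP loss in stable HeLa A3F-eYFP/Vif cells seeded overnight beforehand.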
Numbers without * were called inactive; ? = inconclusive; · = no result given; & = joins results of further samples. Unless noted, calls follow the shape of the dose curve; as a rule, active = well fitted curve in the direction sought with a large enough effect; inconclusive = small, poorly fitted or top-dose-only effect, or another doubt; inactive = no such curve, though single readings can be large; an effect the other way counts as inactive or inconclusive. This is a subset; rates above refer to the full screens.

Start of the listing, in advance, 4 compounds:
SMILES | LDHA block | D1 potentiator | D1 agonist | D2 PAM | Vif-A3G inh | RXFP1 ag | D1 antagonist | GRP78 ERSR act | Vif-A3F inh
COc1ccc(NC(=O)COC(=O)CCC2CCCCC2)cc1 | -2 | · | · | · | 3% | · | · | 1% | -1%
COc1ccccc1NS(=O)(=O)c1cccc(NC(=O)C(C)NC(=O)c2ccco2)c1 (stereo not drawn) | -5 | -2 | 3 | 0 | 2% | -1.0% | 12 | -1% | 2%
CCN(CC)P(=O)(Nc1ccc(Br)cc1)c1c(C)nn(CCC#N)c1NC(=O)c1ccc(Cl)cc1 (stereo not drawn) | -5 | -4 | 7 | -3 | -1% | 5.6% | 8 | -3% | 4%
COc1ccc(CCNc2cc(=O)[nH]c(N)n2)cc1 | 11 | 2 | 0 | 4 | 1% | -1.1% | 6 | 0% | 0%

The list itself (from the top)
SMILES | LDHA block | D1 potentiator | D1 agonist | D2 PAM | Vif-A3G inh | RXFP1 ag | D1 antagonist | GRP78 ERSR act | Vif-A3F inh
COc1ccc(NC(=O)COC(=O)CCC2CCCCC2)cc1 | -2 | · | · | · | 3% | · | · | 1% | -1%
COc1ccccc1NS(=O)(=O)c1cccc(NC(=O)C(C)NC(=O)c2ccco2)c1 (stereo not drawn) | -5 | -2 | 3 | 0 | 2% | -1.0% | 12 | -1% | 2%
CCN(CC)P(=O)(Nc1ccc(Br)cc1)c1c(C)nn(CCC#N)c1NC(=O)c1ccc(Cl)cc1 (stereo not drawn) | -5 | -4 | 7 | -3 | -1% | 5.6% | 8 | -3% | 4%
COc1ccc(CCNc2cc(=O)[nH]c(N)n2)cc1 | 11 | 2 | 0 | 4 | 1% | -1.1% | 6 | 0% | 0%
COCC(C)NC(=O)C1=CC(c2ccc3c(c2)OCO3)=NS(=O)(=O)N1C (stereo not drawn) | -3 | -2 | 5 | 2 | 0% | -4.1% | -6 | 0% | 0%
O=C(CC1(O)C(=O)Nc2ccc(Br)cc21)c1ccccc1 (stereo not drawn) | 1 | · | · | · | 0% | · | · | -1% | 2%
CCOC(=O)c1ccccc1NC(=O)COC(=O)CCC(=O)N1CCOCC1 | -11 | 6 | 1 | -12 | -5% | 1.0% | -4 | -2% | 2%
CCOc1ccc(CCNC(=O)CCc2nnc3ccc(N4CCCCC4)nn23)cc1OCC | -9 | -10 | 0 | 1 | -10% | 6.6% | 7 | -2% | -10%
CCn1c(SCc2nc3ccccc3c(=O)[nH]2)nnc1C(C)NC(=O)c1ccccc1 (stereo not drawn) | 0 | -6 | 3 | 3 | 16% | -0.6% | 1 | -4% | -10%
CCCC(=O)OCCNC(=O)c1cc2ccccc2oc1=O | -3 | -6 | 2 | 0 | 1% | 5.7% | 5 | 0% | 0%
COC(=O)/C(=C1/Oc2ccc(C(C)(C)C)cc2S1)C(F)(F)F | -6 | -5 | 3 | -2 | -6% | 0.4% | 4 | -3% | 1%
CC(=O)c1cccc(NC2c3ncccc3C(=O)N2Cc2ccco2)c1 (stereo not drawn) | -2 | -2 | 1 | 5 | -11% | 0.8% | -17 | -3% | -2%
O=C(Cn1nnc(-c2ccc(CN3CCOCC3)cc2)n1)NC1CCCCC1 | -10 | -1 | 1 | 6 | 2% | 5.3% | -11 | -2% | -13%
Cc1ccc(CNCc2ccccc2Cl)cc1 | -3 | 5 | 5 | -18 | -3% | 1.8% | 5 | 4% | -5%
CCOc1ccccc1NC(=O)Cn1nc(N2CCN(c3ccccc3)CC2)ccc1=O | 7 | -6 | 2 | -3 | 2% | 4.4% | -9 | 3% | 2%
CCOC(=O)C1CCN(C(=O)Nc2ccccc2Cl)CC1 | 1 | 1 | 1 | 4 | 0% | -0.4% | 3 | 2% | ·
CCN(CC(=O)Nc1c(F)cccc1F)C(=O)CCCN1C(=O)c2cccc3cccc(c23)C1=O | 1 | · | · | · | -1% | · | · | -4% | -7%
CN(C)c1ccc(/C=N/N(CCO)C2=NS(=O)(=O)c3ccccc32)cc1 | -3 | 2 | 40* | 0 | 5% | 2.2% | 7 | 3% | 22µM*
CCN1C(=O)[C@H]2[C@@H](c3ccc(SC4CCCCC4)c(OC)c3)N3CCCC[C@@]3(C(=O)OC)[C@H]2C1=O | 0 | -12 | 5 | 2 | -9% | 0.5% | -5 | 1% | 0%
O=C1NC(=O)C(=Cc2ccccc2)N1 | -3 | · | · | · | -2% | · | · | 2% | -7%
COc1ccccc1C(=O)NCCCN1CCCC1=O | -7 | -2 | 1 | 6 | 0% | 0.7% | 1 | -5% | -2%
CCC(C)OC(=O)c1[nH]c2c(c1C)C(=O)CC(c1ccc(N(C)C)cc1)C2 (stereo not drawn) | 6 | -8 | 3 | -12 | -17% | -0.9% | -21 | 2% | 1%
O=[N+]([O-])c1ccc2cn[nH]c2c1 | -7 | -3 | 1 | -7 | 0% | 3.8% | -22 | 0%&-4% | 0%
COc1ccc(/C=C/C(=O)O)cc1S(=O)(=O)NCc1cccnc1 | -3 | -4 | 2 | 2 | 1% | 3.2% | 0 | -5% | ?
CCc1cc2c(=O)c(-c3nc4ccccc4n3C)coc2c(CN2CCCC(C)C2)c1O (stereo not drawn) | -5 | -2 | 2 | 4 | 2% | 5.2% | 9 | 2% | -2%
The results go on.
SMILES | LDHA block | D1 potentiator | D1 agonist | D2 PAM | Vif-A3G inh | RXFP1 ag | D1 antagonist | GRP78 ERSR act | Vif-A3F inh
N#Cc1ccc(N2C(=O)[C@@H]3C(C(=O)C(c4ccccc4)c4ccccc4)=NN[C@@H]3C2=O)cc1 | 0 | 1 | 3 | -2 | 2% | 4.9% | -13 | -4% | 3%
Cc1ccccc1NC(=O)OCc1cccnc1Sc1ccc(Cl)cc1 | -8 | -2 | 8 | -3 | 1% | 5.0% | -6 | -3% | -12%
Cc1ccc2cc3cc(C(=O)N4CCN(C(=O)c5ccco5)CC4)sc3nc2c1 | -1 | -3 | 0 | 4 | 0% | 2.2% | 10 | -3% | -3%
CC(C)CNC(=S)NNC(=O)c1ccc2c(c1)OCO2 | -1 | 2 | -3 | -10 | 0% | -2.7% | 12 | -2% | 0%
CC1CCCCN1CCNC(=O)C1CCCN(S(=O)(=O)c2cccc3nsnc23)C1 (stereo not drawn) | -1 | 2 | 0 | 3 | 0% | -0.8% | 2 | -5% | -1%
O=C(c1ccccc1F)N1CCN(c2ccc([N+](=O)[O-])c3cccnc23)CC1 | 9 | -4 | 5 | 1 | -2% | 0.6% | 0 | -3% | 3%
CCCCN1CC(=O)N2[C@H]3c4ccc(OC)cc4OC[C@@H]3[C@H](C(=O)OCC)[C@]2(C)C1=O | 0 | -2 | 8 | 3 | -6% | 1.3% | · | 0% | 2%
COC(=O)NN1C(=O)C(c2ccccc2)=C(c2ccc(Cl)cc2)C1=O | 1 | · | · | · | -10% | · | · | -5% | 15%
CCOC(=O)c1c(NC(=O)COc2cccc3c2CCN(C)C3=O)sc2c1CCC2 | -5 | 2 | 3 | 2 | -15% | 0.1% | 0 | -7% | 3%
CCOc1ccc(NC(=O)C(CC)n2c(=O)c(-c3ccccc3NC(C)=O)nc3ccccc32)cc1 (stereo not drawn) | -4 | -2 | 16 | -7 | · | -4.5% | -9 | · | ·
CCC(=O)N1CCc2cc(S(=O)(=O)CCC(=O)Nc3ccc(OC)c(OC)c3)ccc21 | 2 | 4 | 4 | 10 | 0% | -0.6% | 10 | -1% | -9%
COc1ccc(C2c3[nH]c4ccccc4c3CCN2C(=O)c2ccc(=O)n(C)n2)c(F)c1 (stereo not drawn) | 5 | 6 | 3 | 13 | -19% | -1.3% | -5 | 8% | -18%
CC1CCCC(NC(=O)COC(=O)c2ccccc2[N+](=O)[O-])C1C (stereo not drawn) | -5 | -1 | 0 | -1 | 2% | 1.5% | 29 | 6% | -30%
N/C(=N\OC(=O)c1ccccc1)c1ccccn1 | -3 | 0 | 2 | -3 | -7% | 0.2% | 1 | -13% | -10%
CC(C)/C=C1\CC/C(=C\c2cccnc2)C1=O | 0 | -2 | 0 | · | 2% | -0.4% | -2 | -1% | -8%
CCOc1cc(N2CCOCC2)c(OCC)cc1NC(=O)CN1CCCC(C)C1 (stereo not drawn) | 15 | -4 | 7 | -9 | 0% | 1.4% | -16 | -3% | -3%
CC(C)OC(=O)CSc1nnc(-c2ccc(Cl)cc2Cl)o1 | -5 | -4 | 0 | 1 | 1% | -0.7% | -17 | -5% | -10%
O=C(CCC(=O)N1CCOc2ccccc21)Nc1ccccc1Br | -2 | -11 | 1 | -5 | -1% | 0.0% | 0 | -4% | -3%
COc1cccc(NC(=O)N2C3CCCC2CC(NC(=O)C(C)(C)C)C3)c1 (stereo not drawn) | -4 | -6 | 3 | 5 | 5% | -2.8% | 0 | -4% | 1%
O=C(COC(=O)CCC(=O)c1cccs1)Nc1ccc(S(=O)(=O)N2CCOCC2)cc1 | -10 | 1 | 6 | -1 | -2% | -1.4% | 0 | -2% | ·
CCOC(=O)C1=C(C)NC(C)=C(C(=O)OCC)C1c1cc(N)ccc1OC(F)F | -7 | 3 | 5 | 9 | -1% | -0.7% | -15 | -6% | -9%
O=[N+]([O-])c1cccc(CN2CCN(S(=O)(=O)Cc3ccccc3)CC2)c1 | -23 | -8 | 13 | 13 | -1% | 3.2% | -14 | -3% | ?
CC(C)NC(=O)CSc1nnc2sc3ccccc3n12 | 6 | -2 | 1 | -2 | 2% | 6.6% | 2 | 1% | -3%
